Source: PubChem BioAssay (several laboratories)
PTPN22 act = activators of human LYP (PTPN22) phosphatase | recombinant LYP, DiFMUP fluorescence; 0 = plate median, 100 = signal doubled | activation, % at 2 µM | 0.11% of 96,000 active | AID 697;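 active means activation at 2 µM above a set limit, the mean plus 5 SD, cut at about 37% in these data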
Calb biofilm kill = kills Candida albicans biofilms | AID 834 | C. albicans biofilm + clotrimazole, Alamar Blue | 0.14% of 85,000 active | inhibition, % at 6 µM;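 active means inhibition above 20%; inactive means inhibition below 20%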;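 further: preformed 24 hr biofilms exposed to compound for 48 hr; 0% = biofilm without compound and 100% = blank killed by clotrimazole plus chlorhexidine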
PLK1 kinase inh = blocks human PLK1 kinase activity; P53350; recombinant PLK1 kinase, TR-FRET peptide phosphorylation; inhibition, % at 10 µM; 0.53% of 97,000 active; AID 619;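 active means inhibition of 50% or more in the single-concentration screen; inactive means inhibition below 50%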;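 further: 0% = DMSO max control and 100% = H-89 dihydrochloride min control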
Target sequence (P53350 whole entry, looked up): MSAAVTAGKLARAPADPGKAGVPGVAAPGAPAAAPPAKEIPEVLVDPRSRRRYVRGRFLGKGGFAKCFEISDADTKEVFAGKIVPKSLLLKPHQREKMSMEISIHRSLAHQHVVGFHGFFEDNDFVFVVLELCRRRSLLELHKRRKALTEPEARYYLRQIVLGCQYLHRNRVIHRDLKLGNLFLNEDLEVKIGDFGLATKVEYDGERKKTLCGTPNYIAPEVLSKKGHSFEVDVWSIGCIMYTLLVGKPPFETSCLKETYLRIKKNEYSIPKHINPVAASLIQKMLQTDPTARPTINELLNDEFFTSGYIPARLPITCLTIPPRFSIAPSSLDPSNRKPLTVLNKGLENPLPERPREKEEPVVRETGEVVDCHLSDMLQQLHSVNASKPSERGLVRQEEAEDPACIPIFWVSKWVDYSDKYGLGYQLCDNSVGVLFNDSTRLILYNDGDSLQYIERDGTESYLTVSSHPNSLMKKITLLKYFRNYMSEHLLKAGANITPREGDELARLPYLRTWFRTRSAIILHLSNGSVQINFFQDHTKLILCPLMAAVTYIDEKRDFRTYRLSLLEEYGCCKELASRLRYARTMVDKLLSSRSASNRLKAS
Rev-RRE block = disrupts HIV-1 Rev binding to RRE RNA | P05866 | 0.79% of 97,000 active | inhibition, % at 8 µM | AID 704 | Rev peptide-RRE RNA binding, FRET;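 active means inhibition above the screen-wide mean plus 3 SD, cut at about 35% in these data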;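 further: 0% = median DMSO wells and 100% = median Neomycin B control wells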
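Assay system: labelled RRE RNA duplex and labelled Rev peptide / Medium: HEPES pH 7.5 salt buffer with EDTA / Reagent: labelled Rev peptide / Schedule: 5 + 15 min at 25 °C / Signal: FRET, excitation 480 nm, emission 540 nm donor and 671 nm acceptor / Benchmarks: DMSO and neomycin B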
CYP2C9 inh = human CYP2C9 inhibition; 20% of 96,000 active; inhibition, % at 5 µM; AID 777; CYP2C9 Supersomes, luciferin-H conversion, luminescence; P11712;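 active means blocking of liver enzyme CYP2C9 beyond about 50% at 5 µM, limit read from the data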; further: values of inactives mirror those of a sister screen read the other way
Target sequence (P11712 whole entry, looked up): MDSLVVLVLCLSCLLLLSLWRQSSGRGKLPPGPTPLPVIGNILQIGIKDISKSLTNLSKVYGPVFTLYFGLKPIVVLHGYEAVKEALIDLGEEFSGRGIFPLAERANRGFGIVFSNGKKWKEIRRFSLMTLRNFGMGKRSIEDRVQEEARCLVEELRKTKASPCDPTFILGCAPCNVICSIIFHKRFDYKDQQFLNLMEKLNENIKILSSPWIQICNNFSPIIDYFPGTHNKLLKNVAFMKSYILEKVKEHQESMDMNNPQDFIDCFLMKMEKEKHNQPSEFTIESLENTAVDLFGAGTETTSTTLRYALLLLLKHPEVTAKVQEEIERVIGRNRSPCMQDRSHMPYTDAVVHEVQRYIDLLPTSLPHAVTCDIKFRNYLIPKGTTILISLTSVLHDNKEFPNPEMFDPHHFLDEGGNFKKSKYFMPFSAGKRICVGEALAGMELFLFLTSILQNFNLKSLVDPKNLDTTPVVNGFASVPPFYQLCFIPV
CYP2C9 act = increases human cytochrome P450 2C9 activity; P11712; recombinant CYP2C9, luciferin-H conversion, luminescence; active compounds read high; factor 1 = untreated enzyme, 0 = blocked; activation factor at 5 µM; 1.4% of 96,000 active;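 active means activation factor of 2 or more for CYP2C9 at a 5 µM dose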;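 further: 0 = sulfaphenazole-blocked wells and 1 = vehicle-only wells; values of inactives mirror those of a sister screen read the other way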
PLK1 PBD inh = Plk1 (human) PBD binding inhibition; Plk1 PBD phosphopeptide binding, fluorescence polarization; inhibition, %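 (tested at about 20 µM)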; 0.13% of 97,000 active; in the data active means inhibition above about 34%, passing the limit was not always enough
PTPN22 inh 2 = inhibitors of human LYP (PTPN22) phosphatase. recombinant LYP catalytic domain, DiFMUP fluorescence. Q9Y2R2. inhibition, % at 2 µM. 0.21% of 96,000 active;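 active means inhibition at 2 µM at or above a set limit, the screen mean plus 3 SD, cut at about 24% in these data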;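 further: 0% = DMSO with enzyme and 100% = enzyme fully blocked by orthovanadate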
EphB4 antag = antagonists of human EphB4-ephrin-B2 interaction. inhibition, % at 7 µM. EphB4 LBD / TNYL-RAW-Alexa532 peptide, fluorescence polarization. P54760. 0.15% of 97,000 active;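 active means inhibition above the screen-wide mean inhibition plus 3 SD, cut at about 15% in these data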;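 further: 0% = DMSO wells and 100% = excess unlabeled TNYL-RAW peptide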
* hit, by the source's call; nt = no result given.

canonical_smiles	PLK1 kinase inh	PTPN22 inh 2	PTPN22 act	EphB4 antag	CYP2C9 inh	PLK1 PBD inh	Rev-RRE block	Calb biofilm kill	CYP2C9 act
S=c1[nH]nc(COc2ccc(Cl)cc2)n1C1CCCCC1	-10.1	3.0	-8.0	4.3	nt	4.5	-3.3	6.7	nt
O=c1sc(N2CCN(c3ccc(F)cc3)CC2)nc2ccsc12	-8.2	3.7	-5.1	4.0	16.7	-1.1	5.3	11.0	0.8
COc1cccc(-n2c(C)nn(C)c2=O)c1	-5.8	nt	nt	0.3	-3.2	-27.8	9.7	nt	1
COc1ccccc1C1CN=NC12CCCc1ccccc1C2=O (stereo not drawn)	-1.7	0.0	2.6	4.6	51.2*	-18.5	9.3	nt	0.5
C=CCn1c(SCC(=O)OCc2ccccc2)nc2c1c(=O)n(C)c(=O)n2C	-6.7	3.5	-5.7	7.5	21.2	-23.9	2.7	2.9	0.8
Cc1ccc2c(c1Br)/C(=N/N1C(=O)c3ccccc3C1=O)C(=O)N2	-11.2	9.7	-7.5	-1.7	50.8*	-20.2	1.5	nt	0.5
CN1C(=O)/C(=C/c2cc(N=Nc3ccccc3)ccc2O)SC1=S	-1.7	8.2	-10.0	-0.2	29.2	-20.5	-172.4	nt	0.7
COc1ccc(-c2nc(CS(=O)CC(=O)NCCC3=CCCCC3)c(C)o2)cc1 (stereo not drawn)	-13.2	4.7	-5.6	-0.4	48.8	6.2	1.6	7.8	0.5
COc1ccc(N2C(=O)CC(NCc3cccs3)C2=O)cc1 (stereo not drawn)	-6.6	-4.1	2.6	-4.9	-5.8	2.3	3.2	9.3	1.1
CCCCc1nc(N2CCOCC2)c(C#N)c2c1COC(C)(C)C2	-11.9	-1.0	-3.2	-0.7	73.2*	-13.7	5.2	nt	0.3
O=C(NCCN1C(=O)C2C3C=CC(C3)C2C1=O)Nc1cccnc1 (stereo not drawn)	-12.9	-5.2	2.2	-3.5	4.2	-23.6	4.9	5.0	1
CC1CCCC(C)N1C(=O)CSc1nnc(-c2cccs2)o1 (stereo not drawn)	-1.6	2.2	1.6	-2.9	47.7	-23.3	0.8	-6.1	0.5
COc1ccc(C2=NN(C(C#N)c3ccc(OC)c(OC)c3)C(c3ccccc3)C2)cc1 (stereo not drawn)	-9.7	1.5	1.5	1.4	68.3*	10.3	4.1	nt	0.3
CC1CCN(Cc2nc3c(c(=O)n(C)c(=O)n3C)n2Cc2c(F)cccc2Cl)CC1	-0.3	-1.1	-0.6	-1.0	nt	5.5	0.8	2.5	nt
NC1=NC(c2ccccc2Cl)n2c(nc3ccccc32)N1 (stereo not drawn)	-12.2	-5.5	2.9	5.2	-3.0	-21.6	8.5	10.5	1
Cc1nn(CCc2n[nH]c(=S)n2C2CCCCC2)c(C)c1Br	-9.6	2.1	0.3	0.5	10.0	-16.6	1.0	nt	0.9
O=C(COc1ccc(Cl)cc1)NC1CCSC1=O (stereo not drawn)	-6.7	-1.9	0.8	3.9	26.4	-30.4	7.8	7.1	0.7
Cc1ccc(NC(=O)CSc2nnc(-c3ccccc3C)o2)cc1C	8.5	0.8	-2.8	-3.4	10.2	-6.0	10.8	2.8	0.9
C=CCn1c(SCc2ccccc2)nc2scc(-c3ccc(C)o3)c2c1=O	-16.6	7.0	-4.5	2.5	26.9	2.5	2.3	2.1	0.7
O=C(/C=C/c1ccc(O)cc1)c1ccc(NC2=C(N3CCCCC3)C(=O)c3ccccc3C2=O)cc1	-8.7	5.3	0.0	-8.6	49.2	16.3	5.2	nt	0.5

(further entries)
canonical_smiles	PLK1 kinase inh	PTPN22 inh 2	PTPN22 act	EphB4 antag	CYP2C9 inh	PLK1 PBD inh	Rev-RRE block	Calb biofilm kill	CYP2C9 act
COc1ccc(C=O)cc1COc1ccc(C)cc1[N+](=O)[O-]	17.8	4.7	-0.7	5.2	11.5	-19.0	10.7	nt	0.9
Cc1cc(OCC(O)CN2CCN(C)CC2)ccc1C(C)C (stereo not drawn)	-1.0	14.2	-13.3	8.8	-54.7	11.7	2.7	5.3	1.5
CC(C)(C)n1nc2c(c1NC(=O)COc1ccc3ccccc3c1)CS(=O)(=O)C2	2.6	4.2	-1.3	2.5	28.5	-19.1	6.2	5.7	0.7
COC(=O)C1C(=O)NC(SC)=C(C#N)C1c1ccccc1F (stereo not drawn)	-8.6	-22.1	17.0	1.3	nt	-8.4	12.9	2.1	nt
O=C(Cn1nc(C(F)(F)F)c2c1CCCC2)NCCN1CCOCC1	-9.1	4.1	-1.1	6.3	26.9	13.7	7.3	9.0	0.7
CC12CC3CC(C)(C1)CC(C(=O)NC(=S)N1CCCCC1)(C3)C2	-8.7	9.3	-4.5	-5.4	18.9	-8.0	-5.5	nt	0.8
CCN1CCN(C(=O)CN(CC)S(=O)(=O)c2ccc(Cl)cc2)CC1	-15.2	0.8	-1.0	-1.2	-15.2	-13.7	-4.2	4.7	1.2
COc1ccc(OC)c(C2C(C(=O)Nc3cccnc3)=C(C)NC3=C2C(=O)CCC3)c1 (stereo not drawn)	-6.6	-10.6	10.4	-3.6	98.2*	15.9	3.1	8.8	0
COc1cccc(CNC(=O)Cn2cc3c(n2)CCCCC3)c1	-8.0	-6.6	4.9	nt	-140.5	-39.1	nt	4.2	2.4*
CCCCC(SCC(=O)Nc1ccccc1)C(=O)O (stereo not drawn)	-7.5	-8.8	7.0	-0.9	70.5*	-10.4	6.8	5.6	0.3
CCOC(=O)C(C)Sc1nc2c(cnn2-c2ccc(C)cc2)c(=O)[nH]1 (stereo not drawn)	-4.0	17.0	-15.8	5.0	nt	-4.6	4.2	5.3	nt
CCOc1ccc(OCC)c(-c2c(=O)n(OCc3ccc(Cl)cc3)c3ccccc3[n+]2[O-])c1	-6.5	18.2	-15.0	0.3	49.9	12.0	-1.8	nt	0.5
CCc1nc(CNC(=O)c2cc(OC)c(OC)c(OC)c2)no1	4.4	3.0	0.8	-2.7	-19.6	9.9	-0.3	5.8	1.2
COc1cc(C2C(C(C)=O)=C(O)C(=O)N2c2ccc(Br)cn2)ccc1O (stereo not drawn)	4.4	12.1	-12.6	4.5	26.6	-9.9	2.9	nt	0.7
Cc1cccc(C)c1NC(=O)CSc1nnc(-c2ccco2)n1N	-9.2	9.1	-8.7	2.8	9.7	11.3	4.3	0.1	0.9
O=C(CCN1CCCC1)Nc1ccccc1	-6.4	-1.1	0.6	6.4	-6.1	-19.5	10.7	-2.7	1.1
COc1ccc(CN2C(=O)CN(C3CCCCCC3)C(=O)C2c2ccc(OC)c(OC)c2)cc1 (stereo not drawn)	-7.0	5.1	-6.4	-0.4	7.5	-2.7	4.4	2.1	0.9
Cc1ccc(NC(=O)Cn2c(/C=C/c3ccccc3)nc3ccccc32)cc1C	-1.5	16.2	-13.3	-7.7	100.0*	7.7	-4.3	nt	0
O=C(c1ccco1)N1CCN(C(=O)c2cc(-c3ccncc3)nc3ccc(Br)cc23)CC1	-9.6	10.0	-12.6	-11.2	nt	-20.0	5.3	5.6	nt
Cc1ccccc1OCC(=O)Nc1cccc2nsnc12	-5.2	9.3	-10.2	-2.0	nt	9.0	3.1	6.2	nt

Further compounds
canonical_smiles	PLK1 kinase inh	PTPN22 inh 2	PTPN22 act	EphB4 antag	CYP2C9 inh	PLK1 PBD inh	Rev-RRE block	Calb biofilm kill	CYP2C9 act
O=C1CC2CS(=O)(=O)CC2N1C1CCCCC1 (stereo not drawn)	-5.5	1.1	-3.8	-3.6	-10.0	24.5	4.1	-1.7	1.1
CCc1cccc(C)c1NC(=O)C(c1ccccc1)N1CCC1=O (stereo not drawn)	-6.7	-1.5	7.0	5.1	-8.6	-1.1	6.3	nt	1.1
O=c1c(C=Nc2ccc(Oc3ccccc3)cc2)c[nH]n1-c1cccc(Cl)n1	-12.5	4.6	-0.5	-0.2	19.4	-22.6	8.8	nt	0.8
COc1ccc(C(=O)c2nc3c(n2O)CCCC3)cc1OC	4.0	0.3	1.4	4.9	29.6	-16.3	-0.6	0.6	0.7
Cc1cc(SCCOc2ccc(Br)cc2)nc(N)n1	1.1	8.6	-8.1	11.0	53.9*	22.2	15.3	-3.5	0.5
C=CCOC(=O)C1=C(C)NC(SCC(=O)OCC)=C(C#N)C1c1ccc(C)cc1 (stereo not drawn)	-3.9	-1.5	3.2	5.0	64.3*	21.5	3.3	3.9	0.4
CCOc1ccc2[nH]c(=O)c(CN(CC3COCCO3)C(=O)C3CC3)cc2c1 (stereo not drawn)	-7.7	10.2	-10.9	2.2	nt	-0.5	7.6	-0.6	nt
CCOc1cc2c3c(c1)C1(OCCO1)C(=O)N3C(C)(C)CC2C (stereo not drawn)	-6.7	5.7	-9.9	-4.3	16.8	-1.6	-3.5	-5.7	0.8
O=C(CCC(=O)NNC(=S)Nc1ccccc1)NCc1ccccc1	-6.3	8.5	-8.0	3.2	0.2	16.9	11.2	nt	1
Cc1cc(C)n(-c2nc(NCC(C)O)c3c4c(sc3n2)COC(C)(C)C4)n1 (stereo not drawn)	-3.9	-5.3	8.9	3.2	13.2	-11.9	2.1	4.8	0.9
O=C(COC(=O)c1ccncc1)Nc1cc(Cl)c(Cl)cc1Cl	12.5	3.1	-0.5	1.5	88.2*	16.1	6.5	-0.2	0.1
O=C(c1ccco1)N1CCN(c2nnc(-c3ccccc3)c3ccccc23)CC1	-4.0	-5.3	6.5	0.1	4.4	8.3	9.3	8.8	1
CN(c1ccc([N+](=O)[O-])cc1C(=O)Nc1ccccc1)C1CCCCC1	-16.6	3.2	-1.1	0.4	32.7	-5.8	11.6	nt	0.7
COc1cccc(C(C(=O)NC2CCCC2)N(C(=O)c2ccco2)C2CC2)c1OC (stereo not drawn)	-9.5	-0.6	-1.3	4.2	-8.9	-6.0	9.9	1.8	1.1
CCc1ccc(C(C(=O)NC(C)(C)CC)N(Cc2ccco2)C(=O)Cn2nnc3ccccc32)cc1 (stereo not drawn)	-8.0	8.8	-9.4	1.6	nt	27.9	2.9	5.6	nt
COc1cc(C2CC(=O)N3CN(Cc4ccco4)CSC3=C2C#N)ccc1OCc1ccccc1 (stereo not drawn)	-9.8	9.7	-11.0	-0.4	83.0*	-19.9	1.8	10.9	0.2
Cc1cc(C(=O)COC(=O)c2ccccc2O)c(C)n1Cc1cccs1	-9.3	-3.1	3.7	-4.6	49.2	-0.8	2.8	nt	0.5
COC(=O)COc1cccc(NC(=O)COc2ccccc2)c1	-10.1	-17.0	15.3	-1.4	6.5	28.9	2.2	0.6	0.9
O=C(O)CCCn1c(=O)[nH]c2ccccc2c1=O	-21.6	-2.2	0.6	0.3	6.1	1.3	8.5	7.0	0.9
COc1ccc(C2CC(c3ccc(F)cc3)Nc3nc(N)nn32)cc1OC (stereo not drawn)	-3.4	2.2	-2.1	-7.4	15.2	1.0	-2.5	10.8	0.8
Cc1ccc(C(=O)NCc2ccc(N3CCN(C(=O)OC(C)(C)C)CC3)cc2)cc1	3.4	3.5	-0.8	-0.8	12.7	-26.1	-1.9	nt	0.9

In the list so far, these contain a COOH group:
canonical_smiles	PLK1 kinase inh	PTPN22 inh 2	PTPN22 act	EphB4 antag	CYP2C9 inh	PLK1 PBD inh	Rev-RRE block	Calb biofilm kill	CYP2C9 act
CCCCC(SCC(=O)Nc1ccccc1)C(=O)O (stereo not drawn)	-7.5	-8.8	7.0	-0.9	70.5*	-10.4	6.8	5.6	0.3
O=C(O)CCCn1c(=O)[nH]c2ccccc2c1=O	-21.6	-2.2	0.6	0.3	6.1	1.3	8.5	7.0	0.9
